# Screening results deposited in PubChem BioAssay by The Scripps Research Institute Molecular Screening Center.
# TDP2 inh: human TDP2 enzyme inhibitors, primary screen, biochemical, epi absorbance, recombinant enzyme; Tyrosyl-DNA phosphodiesterase 2 (Homo sapiens), O95551; 0.34% of 370,000 active; AID 720702, 2013; T5PNP hydrolysis, p-nitrophenol absorbance 415 nm; inhibition, % at 12.8 µM;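 active means inhibition above the mean of all tested compounds plus 3 SD, set per campaign, cut at about 25% in these data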;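 further: 0% = DMSO with enzyme and 100% = buffer with substrate but no TDP2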
#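 test system = human TDP2 enzyme | input = TDP2 enzyme at 120 nM final | medium = 50 mM Tris-HCl pH 7.5 with Mg2+, KCl, DTT, BSA | also added = T5PNP substrate, 5 mM | times = 2 h at 37 °C | technique = epi absorbance | benchmarks = high control without enzyme, low control DMSO plus TDP2 | replication = each compound tested once, singlicate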
# PG9 binder: binders of HIV-1 gp120 antibody PG9, primary screen, biochemical, TR-FRET; AID 624416, 2012; HIV-1 gp120 / PG9 antibody interaction; inhibition, % at 6.7 µM; 0.43% of 360,000 active; TR-FRET gp120-PG9 antibody binding; in the data active means inhibition above about 8.5%
# ABHD4 inh: ABHD4 inhibitors, primary screen, biochemical, fluorescence polarization, mouse. (Lyso)-N-acylphosphatidylethanolamine lipase (Mus musculus), Q8VD66. purified mABHD4, FP-Rh probe fluorescence polarization. inhibition, % at 8.92 µM. 0.54% of 370,000 active. AID 720543, 2013;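 active means inhibition exceeding the mean over every tested compound plus 3 SD, cut at about 30% in these data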;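 further: 0% = plate median of compound wells and 100% = S159A mutant with DMSO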
#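 Doses – 8.92 µM, single dose · Material – wild-type mouse ABHD4 protein · Replication – single well per compound (singlicate) · Measure – percent inhibition of probe binding, normalized to plate controls · Schedule – 45 min compound pre-incubation plus 60 min probe step, 25 °C · Detection – fluorescence polarization with parallel and perpendicular emission, 525/598 nm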
# Tn7 DDE FP: inhibitors of Tn7 peptide binding to fibrin DD(E), primary screen, biochemical, fluorescence polarization, human fibrin, Tn7 probe. Fibrinogen beta chain (Homo sapiens), P02675. FP displacement of FITC-Tn7 peptide from fibrin DD(E); 0% = median of compound wells per plate. inhibition, % at 8.3 µM. 0.13% of 370,000 active. AID 720508, 2013;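 active means inhibition above the mean of compounds falling within the control limits plus 3 SD of them, cut at about 14% in these data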;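 further: 0% = plate median of compound wells and 100% = 10 µM Aha-Tn7 peptide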
#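 assay system = human clot-derived fibrin DD(E) complex | quantity = Fibrin-DD(E) at 2 µM final | timing = 10 min preincubation, 3 h with tracer, room temperature | signal = fluorescence polarization | measure = percent inhibition | benchmarks = high control wells with 10 µM unlabelled Aha-Tn7 peptide (full inhibition) | replicates = singlicate testing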
# TCR-CD3 inh: inhibitors of human TCR-CD3 interaction, primary screen, biochemical, fluorescence, TAMRA-labeled TCR probe. 0.37% of 360,000 active. T-cell receptor (TCR). AID 651800, 2012. inhibition, % at 9.4 µM; in the data active means inhibition above about 19%;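 further: recombinant mutant TCR 2C K166C tagged with TAMRA read by polarization; 0% = receptor in buffer alone and 100% = receptor with positive control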
# HTRA1 inhibitor: HTRA1 serine protease inhibitors, primary screen, biochemical, fluorescence polarization, HTS; recombinant HTRA1, FP-rhodamine activity-based probe; inhibition, % at 5.96 µM; 0.5% of 340,000 active; AID 504803, 2011; in the data active means inhibition above about 36%;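 further: 0% = enzyme with DMSO and 100% = wells lacking enzyme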
# UHRF1 binding: UHRF1 methylated DNA binding inhibitors, primary screen, counter-screen for MBD2 inhibitor project, biochemical, TR-FRET, human UHRF1, single concentration | E3 ubiquitin-protein ligase UHRF1 (Homo sapiens), Q96T88 | UHRF1 binding to methylated oligo | inhibition, % at 4.4 µM | 0.75% of 370,000 active; in the data active means inhibition above about 21%;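 further: UHRF1 SRA domain binding a hemimethylated CpG hairpin DNA probe; 0% = median of test compound wells and 100% = reference inhibitor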
# Target sequence (Q96T88 whole entry, looked up, the tested form may be a part): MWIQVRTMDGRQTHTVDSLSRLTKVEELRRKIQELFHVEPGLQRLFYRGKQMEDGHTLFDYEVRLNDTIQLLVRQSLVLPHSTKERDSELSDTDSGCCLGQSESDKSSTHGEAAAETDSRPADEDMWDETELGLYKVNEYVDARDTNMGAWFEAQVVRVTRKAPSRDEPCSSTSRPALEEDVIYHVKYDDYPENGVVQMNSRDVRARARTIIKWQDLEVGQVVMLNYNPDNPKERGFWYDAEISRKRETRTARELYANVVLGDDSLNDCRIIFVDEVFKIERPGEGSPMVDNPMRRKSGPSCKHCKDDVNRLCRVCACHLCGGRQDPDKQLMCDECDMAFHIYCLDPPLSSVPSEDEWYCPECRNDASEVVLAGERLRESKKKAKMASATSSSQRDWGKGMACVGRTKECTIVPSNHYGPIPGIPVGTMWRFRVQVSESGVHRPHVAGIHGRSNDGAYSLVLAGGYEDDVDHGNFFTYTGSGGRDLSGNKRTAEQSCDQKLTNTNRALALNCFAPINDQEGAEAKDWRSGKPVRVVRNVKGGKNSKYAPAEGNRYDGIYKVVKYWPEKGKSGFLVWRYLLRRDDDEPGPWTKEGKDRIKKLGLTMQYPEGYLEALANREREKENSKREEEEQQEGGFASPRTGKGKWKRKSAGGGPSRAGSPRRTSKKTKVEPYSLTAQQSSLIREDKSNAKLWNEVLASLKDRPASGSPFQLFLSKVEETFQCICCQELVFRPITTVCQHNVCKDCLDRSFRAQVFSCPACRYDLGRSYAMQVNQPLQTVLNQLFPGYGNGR
# LEDGF integ inh: blockers of LEDGF/p75-dependent integrase strand transfer – biochemical, TR-FRET, high throughput, primary screen. TR-FRET IN-LEDGF/p75 DNA integration, Eu/Cy5. inhibition, % at 3.7 µM. 0.64% of 370,000 active. HIV-1 integrase (with human LEDGF/p75);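 active means inhibition above the screen-wide mean plus 3 SD, cut at about 13% in these data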;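 further: signal is the Cy5 over europium emission ratio at 671 and 618 nm; 0% = plate median of compound wells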
# PRMT1 FP inh: PRMT1 methyltransferase inhibitors, primary screen, biochemical, fluorescence polarization; Protein arginine N-methyltransferase 1 (Homo sapiens), Q99873; recombinant PRMT1, activity-based probe fluorescence polarization; inhibition, % at 2.79 µM; 1.3% of 370,000 active;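 active means inhibition above about 21% made by adding two undisclosed values, limit read from the data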
# SIAE primary: human SIAE inhibitors, primary screen, biochemical, fluorescence polarization, FP-Rh probe, 1536-well HTS. Sialate O-acetylesterase (Homo sapiens), Q9HAT2. 0.69% of 370,000 active. SIAE FP-Rh probe binding. inhibition, % at 9.66 µM;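 active means inhibition above a cutoff: mean of compounds within the control limits plus 3 SD of those, cut at about 17% in these data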;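 further: 0% = plate median of compound wells and 100% = probe without SIAE protein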
# * hit, by the source's call; . = not tested or not shown. Only part of the results is shown. The share of hits here may be higher or lower than overall.
SMILES	TDP2 inh	PG9 binder	ABHD4 inh	Tn7 DDE FP	TCR-CD3 inh	HTRA1 inhibitor	UHRF1 binding	LEDGF integ inh	PRMT1 FP inh	SIAE primary
CCN(C(=O)COC(=O)C(O)(c1ccccc1)c1ccccc1)c1c(N)n(Cc2ccccc2)c(=O)[nH]c1=O	-12	0.9	1	0	-6	-3	0	-3	5	2
CCN(CC)CCN/N=C(\C)c1c(O)[nH]c(=O)[nH]c1=O	17	1.2	-3	-3	-1	.	-2	-1	-3	1
O=c1c2ccccc2nc(-c2ccccc2)n1-c1ccccn1	6	0.0	-5	-2	3	1	-3	0	-2	-1
O=C(C[N+]12CCC(CC1)C(C(O)(c1ccccc1)c1ccccc1)C2)c1ccc(Br)cc1 (stereo unspecified)	2	-0.2	6	0	-8	-46	-1	-1	0	5
CN(C)CCSCc1nnc2n1-c1ccc(Cl)cc1C(c1ccccc1Cl)=NC2	-11	-1.2	-1	-4	-2	0	1	5	-4	-7
Cc1ccc(C(=O)C2(C)N(O)C(C)C(c3cccs3)=[N+]2[O-])cc1 (stereo unspecified)	17	-1.7	2	7	1	3	0	-3	1	-4
COc1ccc(OCC(=O)N2CCN(Cc3nc4cc([N+](=O)[O-])ccc4n3C)CC2)cc1	10	0.6	0	-4	6	0	0	0	2	1
C[C@H](NC(=O)N1C[C@H]2C[C@@H](C1)c1cccc(=O)n1C2)C(=O)Nc1ccccc1F	6	-1.1	1	-3	3	-6	0	0	-1	13
COc1ccc(C(=O)O/N=C(/C(N)=O)P(=O)(OC(C)C)OC(C)C)cc1	17	0.3	2	4	-6	.	-3	2	0	11
N=c1sccn1Cc1ccc(Cl)cc1Cl	12	-2.1	1	-1	9	-1	-4	0	0	5
CC1([N+](=O)[O-])COP(=O)(Nc2cccc(Br)c2)OC1 (stereo unspecified)	-13	-0.3	0	-6	-1	4	2	1	-5	1
C/C(=N\NC(=O)c1ccncc1)c1c(O)n(Cc2ccccc2)c(=O)[nH]c1=O	-14	-1.5	8	-8	19*	5	-2	1	0	0
CN1C(=O)NC(=O)C2(CCCC2)C1=O	1	-3.4	-1	-8	4	0	-1	-3	-4	-3
Cc1nn(Cc2ccccc2Cl)c(C)c1C(=O)OCC(=O)N1CC(C)OC(C)C1 (stereo unspecified)	0	-1.4	-4	-6	3	3	7	0	-1	-4
Cc1ccc(-n2cc(CNC(C)Cc3cnccn3)c(-c3cccc(C)c3)n2)cc1 (stereo unspecified)	-3	0.0	4	-3	-3	-5	-1	1	-5	3
O=C(CCN1CC=C(c2ccccc2)CC1)NCc1ccccc1	-11	1.0	-5	-7	1	2	-1	5	-5	-6
C=CCn1c(O)c(/C=C2/C=CC=N2)c(=O)[nH]c1=O	-2	-3.2	-8	4	10	3	-4	1	2	4
COc1cccc(C(c2nnnn2-c2c(C)cccc2C)N2CCC(n3c(=O)[nH]c4ccccc43)CC2)c1OC (stereo unspecified)	0	-0.6	-9	3	3	.	1	-2	3	3
Cc1nc2ccccc2c(=O)n1-c1ccncc1	2	-2.1	0	-15	-1	1	-1	-2	-1	12
O=[N+]([O-])c1cc(F)c(N2CCCCC2)cc1Br	-13	-1.7	-2	-1	2	-5	-2	3	0	1
COc1ccc(-c2cc(C(=O)N3CCC4(CC3)OCCO4)c3ccccc3n2)cc1	-5	0.9	2	4	-1	-3	-4	5	-2	-4
O=C1c2ccccc2-n2nncc2C2c3cc(Br)ccc3CCN12 (stereo unspecified)	6	-0.9	4	-2	-3	.	3	4	-2	-3
CC1CCC(C(C)C)C(OC(=O)Cn2c(COc3ccccc3)[n+](C)c3ccccc32)C1 (stereo unspecified)	-21	-0.7	22	-1	-1	-7	1	-6	5	3
CCCN(CC#CCOc1ccc(OC)cc1)CCC	0	0.2	13	5	7	3	-2	3	-5	3
CCOP(=O)(C#CC(C)(C)C)C(C)(O)c1ccccc1 (stereo unspecified)	4	-2.0	0	-2	2	7	0	-1	-2	7
O=c1c2ccccc2nc(SCC2CCCCO2)n1-c1ccccc1 (stereo unspecified)	-5	-0.9	1	3	8	4	-1	0	-1	3
CP(=O)(Nc1ccc(Cl)cc1)c1nc2c(s1)CCCC2 (stereo unspecified)	4	1.4	-4	8	2	2	-1	1	0	-23
O=C1NCN(c2ccccc2)C12CCN(C(c1nnnn1C1CCCCC1)C1CC1)CC2 (stereo unspecified)	-2	0.1	7	-1	1	.	-3	-2	1	-14
N#C/C(=C(/O)c1ccc(S(=O)(=O)N(CCCl)CCCl)cc1)c1nc2ccccc2[nH]1	-17	0.1	-2	2	-9	0	3	-4	0	-11
COc1ccccc1OCC#CCN1CCOCC1	6	-1.6	7	-1	11	1	-1	-2	2	1
C[C@@H]1CN([C@@H](C)CO)C(=O)CCCn2nncc2CO[C@@H]1CN(C)C(=O)Oc1cccc2ccccc12	-5	-0.7	-1	-2	5	-1	-2	2	0	1
COc1ccc(-n2c(/C=C/c3cccc(F)c3)nc3ccccc3c2=O)c(OC)c1	7	0.1	-6	0	2	4	-2	1	-2	5
Clc1cccc(N2Cc3ccccc3-n3nncc3C2)c1	5	-2.2	2	-6	9	.	-2	8	-1	8
CCOC(=O)CC(SP1(=S)OCC2(CC=CCC2)CO1)C(=O)OCC (stereo unspecified)	-18	0.6	-6	8	3	-10	-1	-3	19	1
COc1ccccc1CN1CCN(C(=O)Cc2ccccc2)CC1	7	-0.1	0	4	-2	5	4	6	4	0
CC(=O)OC1CCC2(C)C(CCC3C2CC(=O)C2(C)C3CC(N3CC3)C2C(C)=O)C1 (stereo unspecified)	1	0.3	-1	4	-2	-9	-2	-5	-3	-2
COc1ccc(CCNCc2cccc(C(F)(F)F)c2)cc1OC	9	1.1	15	-2	3	2	2	-3	-1	1
Clc1ccc(C(c2ccccc2)c2ncc[nH]2)cc1 (stereo unspecified)	7	-1.6	0	0	2	-7	-2	4	-4	-1
CCOc1ccc(NC(=O)C2C3c4ccccc4C(c4ccccc43)C2C(=O)O)cc1 (stereo unspecified)	12	0.2	-2	-4	-1	-19	2	-1	2	-7
CC1CN=C(NCc2ccc(F)cc2)S1 (stereo unspecified)	2	0.5	-1	5	4	0	5	0	1	2
CN1C(=O)/C(=C\N2CCc3ccccc32)C(=O)NC1=S	3	-1.8	-24	1	-27	-2	-8	0	6	-6
O=C1CN(C(=O)CN2CCCCC2)C(c2ccccc2)c2cc(Br)ccc2N1 (stereo unspecified)	4	1.1	7	8	3	-2	2	-2	0	8
N#CC(c1ccccc1)N1CCOCC1 (stereo unspecified)	3	-1.1	3	-4	2	3	-1	2	-5	10
CN(CCOc1ccc(C=C2C(=O)NC(=O)NC2=O)cc1)c1ccccn1	13	3.0	-3	-5	-4	7	-1	-2	19	6
Clc1ccc2c(c1)C(c1ccccc1Cl)=NCc1nnc(N3CCN(CCOc4ccccc4)CC3)n1-2	-2	-1.4	3	2	-4	-22	2	0	3	3
NP(=O)(OCCCCc1ccccc1)Oc1ccccc1Cl (stereo unspecified)	-9	1.1	-8	8	-2	3	-2	0	-1	43*
C[C@@H]1CN([C@@H](C)CO)C(=O)CCCn2nncc2CO[C@@H]1CN(C)C(=O)Oc1ccc2ccccc2c1	-9	-0.1	-8	-4	2	-2	5	3	-4	-8
CCCOc1ccccc1OCC(=O)N1CCN(CC(=O)N2CCOCC2)CC1	-8	-0.4	2	-7	0	4	1	9	-9	-6
COc1ccc([N+](=O)[O-])cc1N=Cc1c(O)n(CCc2ccccc2)c(=O)n(C(C)C)c1=O	-4	-0.6	-2	1	-3	-11	0	-4	8	-1
Fc1ccc2nc(-c3ccc(CN4CCC(n5nnc6ccccc65)CC4)cc3)c(-c3ccccc3)nc2c1	-6	4.0	-13	5	-12	.	-1	5	-5	-9
Brc1ccc2c(c1)-n1nncc1CN(CC1CCCCC1)C2	1	-0.6	3	4	-13	.	-1	-4	2	4
CCOC(=O)c1cccc(C2=C(CNC(=O)c3nccs3)[C@H]3CC[C@@H](C2)N3Cc2ccccc2)c1	5	-1.4	8	5	-4	-14	4	-8	-2	8
Clc1cc(Cl)cc(CN2Cc3cc(Br)ccc3-n3nncc3C2)c1	-12	-1.1	-11	1	0	.	-2	6	-2	2
COC(=O)C1=C(c2ccc(C(C)=O)cc2)C[C@@H]2CC[C@H]1N2C(=O)NCc1ccc(F)cc1	7	-1.4	2	-1	3	-3	0	1	0	-6
Cc1c(C(c2ccccc2Cl)c2c(O)c3ccccc3oc2=O)c(=O)n(-c2ccccc2)n1C (stereo unspecified)	-1	1.6	1	-2	-3	5	4	-7	1	-3
CN1C(=O)N(C)C(=O)C2(Cc3cc([N+](=O)[O-])ccc3N(C)C2c2ccccc2)C1=O (stereo unspecified)	-12	-0.8	4	-8	0	0	2	-3	-4	0
Cn1ccc(NC(=O)CCl)n1	10	-1.4	0	0	3	6	-1	0	0	5
COc1cc2c(c(OC)c1OC)-c1ccc(O)c(=O)cc1C(NC(C)=O)CC2 (stereo unspecified)	2	-4.6	2	1	4	4	-1	-2	-3	-6
CCOc1ccc(-n2c(O)c(N=Nc3ccc([N+](=O)[O-])cc3)c(=O)[nH]c2=O)cc1	-7	-0.2	2	0	-2	-5	-4	0	4	-3
